Tau fluor cs: counter-screen for tau fibril formation inhibitors; Potency, µM (series often up to 57.7 µM), for inactives: at the highest dose activity change, negative = decrease; hit rate 0.93% among 280,000; AID 1463; tau K18 P301L Alexa594 fluorescence, heparin fibrillization; further: on the % scale 0 is the no-effect control and ±100 the full control effect; nearly all actives have a fitted effect of over 55% in size
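Human K18 P301L tau (15 uM unlabeled plus 0.24 uM Alexa 594-labeled, final) in 100 mM sodium acetate pH 7 was mixed with compound and 20 uM heparin and incubated 6 hr at 37 C.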
L3MBTL1 inh: inhibitors of human L3MBTL1; AID 485360; hit rate 0.66% among 230,000; Potency, µM (doses to about 57.1 µM), for inactives: top-dose activity, negative = inhibition, usual class: inhibitors; Q9Y468; AlphaScreen L3MBTL1–H3K9me1 peptide binding; further: on the % scale 0 is the no-effect control and ±100 the full control effect; nearly all actives have a fitted effect of over 60% in size
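Read-out is AlphaScreen signal from streptavidin donor and nickel chelate acceptor beads (10 ug/mL final each) bridging L3MBTL1 (50 nM) and biotinylated K9-monomethylated H3(1-15) peptide (75 nM), after 30 min compound exposure at room temperature.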
HTT cytoprotect: cytoprotection in Huntington HTT-Q103 PC12 cell model | PC12 HTT-Q103 induced, cytoprotection, ATP luminescence, 40 h | Potency, µM (doses to about 56.4 µM), without a hit: cytoprotection (ATP increase), hits mostly activators | hit rate 0.14% among 230,000 | AID 1471;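 further: % of control where 0% means no effect; nearly all actives have a fitted effect of over 45% in size; toxic huntingtin expression switched on by the ecdysone agonist tebufenozide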
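PC12 cells with ecdysone-inducible HTT exon 1 Q103-GFP, induced with 100 nM tebufenozide and co-treated with library compounds in a dose series (1536-well, 1500 cells/well). Cytoprotection read as ATP content by ATPlite luminescence.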
TRb-SRC2 inh: TRbeta-SRC2 interaction inhibition; P10828; TRbeta-SRC2 peptide binding, fluorescence polarization; receptor liganded with 1 µM T3; Potency, µM (top dose mostly 106 µM), for inactives: at the top dose activity change, negative = inhibition, most hits filed as inhibitors; hit rate 0.065% among 280,000;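 further: plate controls were bound peptide for no effect and peptide without receptor for full effect; nearly all actives have a fitted effect of over 50% in size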
Target sequence (P10828 whole entry, looked up): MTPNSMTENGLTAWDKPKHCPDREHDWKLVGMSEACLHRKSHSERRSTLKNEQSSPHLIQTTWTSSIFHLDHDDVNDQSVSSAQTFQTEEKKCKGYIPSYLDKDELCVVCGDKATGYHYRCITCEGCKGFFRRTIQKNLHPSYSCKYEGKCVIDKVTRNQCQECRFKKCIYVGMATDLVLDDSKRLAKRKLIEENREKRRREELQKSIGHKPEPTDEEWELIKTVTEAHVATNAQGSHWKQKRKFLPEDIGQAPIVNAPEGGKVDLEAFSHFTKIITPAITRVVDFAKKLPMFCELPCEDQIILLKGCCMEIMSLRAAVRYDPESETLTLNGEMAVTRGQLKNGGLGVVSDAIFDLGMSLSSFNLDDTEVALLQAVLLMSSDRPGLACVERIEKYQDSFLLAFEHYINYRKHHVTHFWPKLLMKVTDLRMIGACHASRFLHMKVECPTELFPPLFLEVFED
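Binding of a 20-amino-acid Texas Red SRC2 peptide (20 nM) to TRb ligand-binding domain (0.6 uM) with agonist T3 at 1 uM was followed by fluorescence polarization after a 5 hr room-temperature incubation.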
TexasRed fluor: alters Texas Red total fluorescence, flagging assay interference | TRb/SRC2 Texas Red total fluorescence interference | AID 1479 | Potency, µM (titrated, usually from 106 µM), for the others: top-dose fluorescence change, negative = quenching | hit rate 0.29% among 280,000; active means well fitted curve in either direction with a large enough effect; inconclusive means small, poorly fitted or top-dose-only effect; further: on the % scale 0 is the no-effect control and ±100 the full control effect
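Flags fluorescent or light-absorbing compounds by total fluorescence, S + 2P, at 555 nm excitation and 632 nm emission. Mixture: 20 nM Texas Red SRC2 peptide, 0.6 uM human TRb LBD, 1 uM T3, 5% DMSO; compound exposure 5 h at ambient temperature.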
Tau ThT inhib: tau fibrillization inhibition (ThT binding); hit rate 2.1% among 270,000; P10636; recombinant tau K18 P301L (four-repeat tau fragment), heparin-induced fibrillization, ThT fluorescence; Potency, µM (doses to about 57.4 µM), for the others: at the highest dose activity, negative = inhibition, most hits filed as inhibitors; further: on the % scale 0 is the no-effect control and ±100 the full control effect; nearly all actives have a fitted effect of over 55% in size
Target sequence (P10636 561-689 P618L limits assumed): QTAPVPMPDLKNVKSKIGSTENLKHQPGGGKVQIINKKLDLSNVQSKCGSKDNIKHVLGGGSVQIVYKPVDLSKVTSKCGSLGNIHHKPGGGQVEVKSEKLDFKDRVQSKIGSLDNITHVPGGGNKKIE
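Heparin-induced (20 uM) aggregation of recombinant human K18 P301L tau, 15 uM unlabeled with 0.24 uM labeled, pH 7 acetate buffer, 6 hr at 37 C with compound. Fibrils quantified by 30 uM ThT fluorescence after 1 hr ambient incubation.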
Tau fibril FP: inhibitors of human tau fibril formation | Potency, µM (highest dose often 57.7 µM), without a hit: top-dose activity, negative = inhibition, usual class: inhibitors | hit rate 0.39% among 280,000 | K18 P301L tau heparin fibrillization, Alexa594 FP, 6 h; further: on the % scale 0 is the no-effect control and ±100 the full control effect; nearly all actives have a fitted effect of over 55% in size
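Steps: dispense K18 P301L tau (15 uM plus 0.24 uM Alexa 594 tracer, final) in pH 7 sodium acetate; add compound; add heparin (20 uM final); incubate 6 hr, 37 C; add ThT (30 uM final); after 1 hr ambient, read FP.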
RECQ1 helicase: blocks DNA unwinding by human RECQ1 | hit rate 0.54% among 240,000 | RECQ1 DNA unwinding, red fluorescence kinetic read | Potency, µM (series often up to 57.3 µM), inactives show at the highest dose activity, negative = inhibition, most hits filed as inhibitors;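 further: plate controls were vehicle for no effect and no enzyme for full effect; nearly all actives have a fitted effect of over 30% in size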
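50 nM RECQ1T1 preincubated 15 min with compound in Tris pH 8.0 buffer with MgCl2, DTT, Tween-20 and 2.5 ug/ml poly(dI-dC); started with 200 nM TAMRA/BHQ-2 forked duplex and 2 mM ATP. Unwinding read as fluorescence (525/598 nm), two reads 2 h apart.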
The depositor's hits bear a star; i = inactive; ? = inconclusive; . = no result given; & = joins results of further samples; [ ] = another dose, or the depositor's remark. Unless noted, the call rests on the fitted dose curve; in most records, active means well fitted curve in the direction sought with a large enough effect; inconclusive means small, poorly fitted or top-dose-only effect, or another doubt; inactive means no such curve, though single readings can be large; an effect the other way counts as inactive or inconclusive. Potency means the concentration at half of the fitted maximal effect. A portion of the library; count on the stated rates, not on these rows.

SMILES	Tau fluor cs	L3MBTL1 inh	HTT cytoprotect	TRb-SRC2 inh	TexasRed fluor	Tau ThT inhib	Tau fibril FP	RECQ1 helicase
CC(C)=CCc1c(O)cc2oc3c(CC=C(C)C)c(O)c(O)c(CC=C(C)C)c3c(=O)c2c1O	14µM*[quencher]	.	8%[10 µM]	-2%	0%	?	-5%	i
CCOC(=O)N1CCN(CC(O)COCc2cc(OC)c(OC)c(OC)c2)CC1 (configuration not stated)	9%	7%	9%[10 µM]	6%	-5%	4%	-2%	-6%
O=C(CN1CCN(S(=O)(=O)c2ccc3ccccc3c2)CC1)Nc1ccc(N2CCOCC2)cc1	-23%	-4%	8%[10 µM]	-2%	-2%	-18%	15%	3%
COc1ccc(OC)c(-c2c(C#N)c(N)nc3c2c(=O)nc2sccn23)c1	-3%	.	-2%	0%	-5%	-4%	-1%	i
O=C(O)CNC(=S)N(Cc1cccs1)C1CCCCC1	2%	13%	-12%[10 µM]	1%	-10%	-3%	7%	0%
Cc1ccc(C(=O)C(C)OC(=O)C2CC(=O)N(C3CCCCC3)C2)cc1 (configuration not stated)	0%	2%	6%	-15%[53 µM]	-1%[53 µM]	1%	3%	i
CCN(CC)S(=O)(=O)c1ccc(Cl)c(NC(=O)CCCCl)c1	-15%	0%	-1%[10 µM]	4%	1%	-6%	-9%	0%
CCc1ccc(-c2nn(-c3cc(Cl)ccc3[N+](=O)[O-])c(=O)c3ccccc23)cc1	-21%	0%	-15%	4%	-3%	-9%	1%	i
FC(F)(F)c1ccccc1/C=N/Nc1ccccn1	-13%	-2%	-17%[10 µM]	-2%	-3%	-7%	-13%	0%
Cc1ccc(S(=O)(=O)NCc2ccc(C(=O)NC3CC3)cc2)cc1	-5%	5%	.	4%	-4%	-6%	1%	-2%
O=C1CCCc2c1cc(C(=O)Nc1ccc(Br)cn1)c(=O)n2-c1ccccc1	?	-5%	-59%[inhibitor]	-8%	-4%	?	?	10%
CCn1c(SCc2ccc(Cl)cc2)nnc1-c1ccccc1	-2%	-6%	15%[1.9 µM]	-4%	-1%	-7%	-3%	-4%
Cc1nn(Cc2ccccc2)c2c1C(c1cccnc1)C(C#N)=C(N)O2 (configuration not stated)	-26%	.	-44%[inhibitor]	-24%	-1%	?	-15%	i
Cc1ccc(-c2csc(-c3c[nH]c4ccccc34)n2)c(C)c1	10µM*[quencher]	-4%	-23%	8%	-2%	14µM*	?	-15%
Cc1cccn2c(=O)c3cc(C(=O)NCCCn4ccnc4)n(C)c3nc12	-9%	.	15%	-2%	-3%	-9%	-3%	-5%
CCc1cccc(C)c1NC(=O)c1cc(S(=O)(=O)N(Cc2ccc(C(=O)OC)cc2)Cc2ccc(OC)c(OC)c2)ccc1F	-18%	.	.	-3%	0%	3%	-3%	.
Cc1cc(NCCc2ccc(Cl)cc2)n2ncnc2n1	-6%	-5%	-5%	-7%	1%	-6%	-6%	-1%
COc1ccc(N2CCN(S(=O)(=O)c3ccc(C(=O)NCc4ccco4)cc3)CC2)cc1	-20%	0%	-4%[10 µM]	2%	-2%	-11%	-3%	-3%
CCOC(=O)CSc1cc(C)c(C#N)c2nc3ccccc3n12	1%	3%	7%	-13%	6%	-16%	2%	0%
O=C(NCc1ccc(F)cc1)c1ccc(CSCc2cccc(Cl)c2)o1	-21%	.	.	0%	-3%	-15%	-3%	.
CC(C)(C)c1ccc(-c2nnc(SCC(=O)c3ccc4c(c3)OCCO4)o2)cc1	-19%	-3%	-14%	-4%	0%	?	-13%	-2%
CC1=CC(=O)OC1Cc1ccc2ccccc2n1 (configuration not stated)	2%	.	-262%[inhibitor]	-1%	-1%	3%	0%	-3%
COc1ccccc1N1CCN(C(=O)c2oc3ccc(F)cc3c2C)CC1	-5%	0%	-13%[10 µM]	1%	1%	?	-3%	6%
COc1ccc(NC(=O)c2ccco2)cc1NC(=O)c1cc(OC)c(OC)c(OC)c1	-19%	.	.	-4%	3%	-10%	-12%	.
Cc1cccc(CCNC(=O)C2CCCN(S(=O)(=O)c3cccc4nsnc34)C2)c1 (configuration not stated)	-12%	3%	5%[10 µM]	-32%	2%	-6%	5%	-16%

Later entries.
SMILES	Tau fluor cs	L3MBTL1 inh	HTT cytoprotect	TRb-SRC2 inh	TexasRed fluor	Tau ThT inhib	Tau fibril FP	RECQ1 helicase
CCOC(=O)C(C)Oc1cccc2c(=O)n(CC(=O)Nc3ccc4c(c3)OCCO4)ccc12 (configuration not stated)	-2%	4%	-17%	5%	-3%	-3%	-3%	-9%
O=C(Nc1cccc(OC(=O)c2cccnc2)c1)c1cccnc1	-6%	0%	-2%	-11%	-1%	-8%	-1%	-7%
CCOC(=O)Cc1csc(SCC(=O)Nc2cccc(Cl)c2)n1	-19%	.	?	-20%	0%	-12%	-3%	i
COc1cc(C2C(C#N)=C(N)Oc3n[nH]c(C)c32)cc2c1OCO2 (configuration not stated)	-15%	-1%	-1%[10 µM]	4%	0%	?	-13%	-4%
Cc1ccc(S(=O)(=O)N2CCC(=O)N(CCOCc3ccc(C(F)(F)F)cc3)CC2)cc1	-11%&-16%	4%	-70%[inhibitor]	4%&7%	-1%&-2%	?	?	-7%&-4%
CCNC(=O)COC(=O)c1cc(-c2ccc(OC)cc2)nc2ccccc12	-27%	15%	-78%[inhibitor]	-4%	-3%	-15%	-12%	-1%
CCOC(=O)Oc1ccc2oc(C)c(C(=O)OCCOC)c2c1	-7%	4%	6%	0%	-4%	-10%	-2%	-7%
CCCS(=O)(=O)C(=C(Nc1ccc(OC)cc1)Nc1ccc(OC)cc1)S(=O)(=O)CCC	0%	.	-8%	6%	-1%	3%	0%	?
O=C(c1cc(C(=O)N2CCOCC2)c2nc3ccccc3n2c1)c1ccccc1O	-20%	38%[activator]	3%[10 µM]	-9%	-7%	?	4%	-3%
CCOC(=O)CN(C(=O)CNC(=O)c1ccco1)C(C(=O)NC1CCCCC1)c1cccs1 (configuration not stated)	-7%	5%	-7%[10 µM]	5%	-1%	1%	2%	-4%
CC1(C)Cc2nc(N3CCCC3)c(C#N)cc2CO1	-7%	9%	10%	-2%	-2%	-7%	-4%	-4%
O=C(Nc1cccc(C(F)(F)F)c1)c1scc2c1OCCO2	-4%	22%	-5%	-2%	1%	-1%	-14%	i
Cc1nn2c(-c3ccncc3)ccnc2c1Cl	9%	?	3%[10 µM]	8%	0%	2%	0%	-3%
CCOc1ccc(C2CC(=O)n3nc(C45CC6CC(CC(C6)C4)C5)nc3S2)cc1OC (configuration not stated)	-8%	3%	2%	-12%	2%	-12%	-5%	i
COc1cccc(CSc2nnc(CSc3nc4nc(C)cc(C)n4n3)s2)c1	-7%	.	12%	-10%	0%	-17%	-5%	-3%
CCO[C@H]1OC(C(=O)N2CCOCC2)=C[C@@H](c2cn(C(C)=O)c3ccccc23)[C@@H]1CCCO	4%	?	4%[10 µM]	-5%	-1%	1%	-3%	0%
O=c1oc2ccccc2cc1-c1csc(Nc2ccc(O)cc2)n1	14µM*[quencher]	5%	7%	2%	-7%	?	-1%	-5%
CC(=O)c1ccc(Oc2ncnc3sccc23)cc1	-11%	.	-1%	0%	2%	-10%	-2%	-8%
O=C(COc1ccc(S(=O)(=O)N2CCOCC2)cc1)N1CCCCCC1	-5%	-4%[11.4 µM]	-8%	-3%	-1%	-6%	0%	-2%
O=C(COc1cccc2cccnc12)NCc1cccs1	-5%	-20%	-35%[inhibitor]	2%	0%	-10%	2%	-3%
COc1ccc(-c2[nH]c(-c3ccc(C)cc3)nc2SCC(=O)Nc2nccs2)cc1	18µM*[quencher]	-8%	-24%[10 µM]	11%	-5%	?	?	1%
O=C(O)CCCCn1c(SCc2cc(=O)n3cc(Cl)ccc3n2)nc2ccsc2c1=O	-7%	5%	.	0%	-2%	-12%	-1%	0%
COc1ccc(OC)c(CCNC(=O)CC2Oc3ccc(C)cc3NC2=O)c1 (configuration not stated)	-8%	.	-1%	-13%	-4%	-15%	-2%	-9%
COc1cccc(Nc2cc(C)nc3nc(C)nn23)c1	-1%	.	-14%	-17%	3%	-5%	-3%	i
COc1ccccc1C(=O)NNC(=O)c1cccc(F)c1	-4%	12%	-25%[10 µM]	4%	-1%	4%	4%	1%

Brought forward from above: three compounds; new compounds follow.
SMILES	Tau fluor cs	L3MBTL1 inh	HTT cytoprotect	TRb-SRC2 inh	TexasRed fluor	Tau ThT inhib	Tau fibril FP	RECQ1 helicase
COc1ccc(OC)c(CCNC(=O)CC2Oc3ccc(C)cc3NC2=O)c1 (configuration not stated)	-8%	.	-1%	-13%	-4%	-15%	-2%	-9%
COc1cccc(Nc2cc(C)nc3nc(C)nn23)c1	-1%	.	-14%	-17%	3%	-5%	-3%	i
COc1ccccc1C(=O)NNC(=O)c1cccc(F)c1	-4%	12%	-25%[10 µM]	4%	-1%	4%	4%	1%
CCOC(=O)c1nc(C)sc1-c1ccnn1S(=O)(=O)c1ccc(Cl)cc1Cl	-10%	0%	5%[10 µM]	-4%	-8%	-12%	-7%	-13%
O=C(O)C1CCC(=O)N(C2CCCCC2)C1c1ccccc1 (configuration not stated)	4%	-6%	.	-7%	-2%	0%	1%	i
O=C(c1ccc2c(c1)OCO2)n1nnc2ccccc21	-5%	6%	11%	5%	-1%	-16%	5%	5%
O=C(Nc1cccc(Cl)c1)Nn1cnnc1	-1%	8%	1%&-12%[10 µM]	0%	-2%	7%	-2%	-14%
CCOC(=O)c1cccc(NC(=O)CSc2nnc(C3CCCCC3)n2CC)c1	-9%	1%	6%[10 µM]	-14%	-2%	-5%	2%	-6%
CC(C)(C)c1ccc(CN(Cc2ccccc2)C(c2ccccn2)c2nnnn2C(C)(C)C)cc1 (configuration not stated)	-19%	.	-1%	7%	-1%	-13%	-19%	0%

Screening data (PubChem)
